Bioassay records: PubChem BioAssay, National Center for Advancing Translational Sciences (NCATS)
HP1b chromo inh = HTS for Inhibitors of HP1-beta Chromodomain Interactions with Methylated Histone Tails | Chromobox protein homolog 1 (Homo sapiens), P83916 | AlphaScreen HP1-beta / biotin-H3K9me3 peptide binding | Potency, µM (titrated, usually from 114 µM), inactives show top-dose activity change, negative = inhibition, hits mostly inhibitors | 390,000 tested, 0.56% active | AID 540317, 2011; also: nearly all actives have a fitted effect of over 70% in size; inactives centre near 23
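AlphaScreen: HP1-beta (50 nM) preformed 30 min with biotin-H3(1-18)K9me3 peptide (50 nM) in PBS pH 7.4, 0.01% Tween-20. Compound added for 30 min at RT, then streptavidin donor/nickel chelate acceptor beads (10 ug/mL) for 30 min.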
JMJD2A Tudor = qHTS Assay for Inhibitors of JMJD2A-Tudor Domain. AID 504339, 2011. Potency, µM (top dose mostly 114 µM), inactives show at the top dose activity change, negative = inhibition, usual class: inhibitors. 390,000 tested, 4.4% active. AlphaScreen JMJD2A-Tudor / H3K4me3 peptide binding; also: % is scaled to controls: 0 for no effect and ±100 for the full control effect; nearly all actives have a fitted effect of over 50% in size
BLM helicase inh = qHTS Assay for Inhibitors of Bloom's syndrome helicase (BLM). recombinant BLM DNA unwinding, fluorescence dequenching. Potency, µM (top dose mostly 56.1 µM), without a hit: at the top dose activity change, negative = inhibition, most hits filed as inhibitors. 350,000 tested, 0.2% active. AID 2528, 2010;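 also: plate controls were vehicle for no effect and no enzyme for full effect; nearly all actives have a fitted effect of over 35% in size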
POLI inh = qHTS for Inhibitors of Polymerase Iota; Potency, µM (highest dose often 115 µM), without a hit: at the top dose activity, negative = inhibition, usual class: inhibitors; DNA polymerase iota (Homo sapiens), Q9UNA4; Pol iota fluorescent replication assay, 10 min; AID 588590, 2011; 390,000 tested, 1% active
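Fluorescent replication assay read twice, at 0 min and 10 min after adding 50 nM (final) substrate. Enzyme (10 nM) and compounds were first incubated 15 min at room temperature; enzyme-free buffer wells were negative controls.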
PGK inhibitor = qHTS Assay to Find Inhibitors of Phosphoglycerate Kinase; PGK/GAPDH coupled, Kinase-Glo luminescence, 60 min; 380,000 tested, 0.043% active; Potency, µM (titrated, usually from 57.5 µM), for inactives: top-dose activity change, negative = inhibition, usual class: inhibitors; AID 602233, 2012; also: % is scaled to controls: 0 for no effect and ±100 for the full control effect; nearly all actives have a fitted effect of over 60% in size
Target sequence (P07378 whole entry, looked up): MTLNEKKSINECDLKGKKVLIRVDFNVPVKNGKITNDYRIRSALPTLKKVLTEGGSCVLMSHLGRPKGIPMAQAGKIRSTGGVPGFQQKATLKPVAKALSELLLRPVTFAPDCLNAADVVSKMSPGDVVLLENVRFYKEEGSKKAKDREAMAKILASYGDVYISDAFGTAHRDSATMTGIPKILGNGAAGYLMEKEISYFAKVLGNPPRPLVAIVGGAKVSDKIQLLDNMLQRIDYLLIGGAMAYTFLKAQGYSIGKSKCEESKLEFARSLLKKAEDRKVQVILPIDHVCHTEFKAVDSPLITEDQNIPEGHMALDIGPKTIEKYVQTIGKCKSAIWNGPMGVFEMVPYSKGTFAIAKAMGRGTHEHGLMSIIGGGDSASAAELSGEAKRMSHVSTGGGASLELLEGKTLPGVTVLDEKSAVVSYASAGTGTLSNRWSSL
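Luminescent ATP detection (Kinase-Glo Plus) follows a 60-minute room-temperature incubation, with wells lacking PGK as controls. Buffer: 100 mM TEA (pH 7.6), 5 mM MgCl2, 0.01% Tween-20. Coupling enzyme GAPDH (100 nM final) supplies unstable 1,3-BPG in-well.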
Pin1 inh = qHTS Assay to Find Inhibitors of Pin1 | 390,000 tested, 0.009% active | Pin1 FP peptide displacement, HiFluor488, 10 min | Potency, µM (titrated, usually from 115 µM), without a hit: top-dose activity, negative = inhibition, hits mostly inhibitors | Peptidyl-prolyl cis-trans isomerase NIMA-interacting 1 (Homo sapiens), Q13526 | AID 504891, 2011; active = well fitted inhibition curve with a large enough effect in the polarisation, with a control signal flat, not every such curve was filed as active; inconclusive = small, poorly fitted or top-dose-only effect, or effect the other way, or a change in a side signal; inactive = no such curve, though single readings can be large or run the other way; the % refers to the polarisation; also: % is scaled to controls: 0 for no effect and ±100 for the full control effect
G9a inh = qHTS Assay for Inhibitors of Histone Lysine Methyltransferase G9a | Histone-lysine N-methyltransferase EHMT2 (Homo sapiens), Q96KQ7 | G9a H3K9 monomethylation, AlphaScreen, 2 h | Potency, µM (highest dose often 102 µM), inactives show at the highest dose activity, negative = inhibition, actives largely listed as inhibitors | 350,000 tested, 8.8% active | AID 504332, 2011; also: % is scaled to controls: 0 for no effect and ±100 for the full control effect; nearly all actives have a fitted effect of over 75% in size
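Methyltransferase reactions run at room temperature for 2 h (20 nM enzyme, 500 nM biotin-H3K9 peptide, 20 uM SAM) after a 15 min compound preincubation; product detected by AlphaScreen beads and anti-H3K9me1 antibody.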
GLS inh = qHTS for Inhibitors of Glutaminase (GLS); 410,000 tested, 0.21% active; GLS enzymatic activity, qHTS titration; Glutaminase kidney isoform, mitochondrial (Homo sapiens), O94925; AID 624170, 2012; Potency, µM (top dose mostly 45.5 µM), for the others: at the highest dose activity change, negative = inhibition, usual class: inhibitors; also: % is scaled to controls: 0 for no effect and ±100 for the full control effect
Target sequence (O94925 whole entry, looked up, canonical isoform): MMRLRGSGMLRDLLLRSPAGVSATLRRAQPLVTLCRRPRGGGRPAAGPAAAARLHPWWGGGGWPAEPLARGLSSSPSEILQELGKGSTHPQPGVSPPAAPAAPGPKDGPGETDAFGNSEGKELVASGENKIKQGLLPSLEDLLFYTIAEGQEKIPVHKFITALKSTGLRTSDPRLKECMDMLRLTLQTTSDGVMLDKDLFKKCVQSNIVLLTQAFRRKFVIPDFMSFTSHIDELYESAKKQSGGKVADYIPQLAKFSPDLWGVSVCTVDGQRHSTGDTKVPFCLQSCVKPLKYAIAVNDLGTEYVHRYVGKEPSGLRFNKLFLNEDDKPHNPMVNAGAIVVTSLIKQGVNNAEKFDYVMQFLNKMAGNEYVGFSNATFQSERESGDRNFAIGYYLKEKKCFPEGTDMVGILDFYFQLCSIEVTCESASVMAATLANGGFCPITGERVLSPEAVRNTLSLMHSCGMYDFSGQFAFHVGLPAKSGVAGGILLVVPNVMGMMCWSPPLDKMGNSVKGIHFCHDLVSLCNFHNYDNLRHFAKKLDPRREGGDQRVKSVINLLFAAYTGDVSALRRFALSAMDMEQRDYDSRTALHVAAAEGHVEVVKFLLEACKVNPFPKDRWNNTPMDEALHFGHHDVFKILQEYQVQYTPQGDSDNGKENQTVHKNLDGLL
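Enzyme dispensed in phosphate buffer (45 mM, pH 8.2, 0.02% Tween-20), compounds pinned in, then 1 mM L-glutamine solution and the glutamate oxidase–HRP–Amplex Red mix added; fluorescence read immediately and again after 30 min at room temperature.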
BAZ2B block = qHTS Assay for Inhibitors of BAZ2B; AlphaScreen BAZ2B-H3K14Ac peptide displacement; 360,000 tested, 4.4% active; Potency, µM (series often up to 114 µM), for inactives: at the top dose activity change, negative = inhibition, most hits filed as inhibitors; Bromodomain adjacent to zinc finger domain protein 2B (Homo sapiens), Q9UIF8; also: % is scaled to controls: 0 for no effect and ±100 for the full control effect; nearly all actives have a fitted effect of over 60% in size
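BAZ2B 50 nM plus b-H3(5-23)K14Ac 50 nM, PBS pH 7.4/0.01% Tween-20, 30 min RT; compound added (max 110 uM), 30 min RT; streptavidin donor/Ni-chelate acceptor beads 10 ug/mL final, 20 min dark; AlphaScreen read.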
Numbers without * were called inactive; i = inactive; ? = inconclusive; / = not tested or not shown; [ ] = dose if it differs, or a comment. Unless noted, calls follow the shape of the dose curve; as a rule, active = well fitted curve in the direction sought with a large enough effect; inconclusive = small, poorly fitted or top-dose-only effect, or another doubt; inactive = no such curve, though single readings can be large; an effect the other way counts as inactive or inconclusive. Potency is read from the fitted curve at half-maximal effect.

SMILES	HP1b chromo inh	JMJD2A Tudor	BLM helicase inh	POLI inh	PGK inhibitor	Pin1 inh	G9a inh	GLS inh	BAZ2B block
O=C(NCC(=O)N1CCC2(CC1)NCCc1[nH]cnc12)c1ccc2ccccc2c1	32%	-25%	2%	31%[activator]	-4%	5%	?	3%	-24%
CCOc1ccc(C(c2c(NC(=O)c3ccco3)sc(C)c2C)N2CCOCC2)cc1 (stereo not given)	30%	-29%	/	-4%	i	15%	4%[12.7 µM]	-7%	-9%
CCOC(=O)c1c(C)cc(O)cc1O	23%	-11%	4%	?	-7%	-1%	-4%[2.33 µM]	26%	/
CCOC(=O)CN(c1ccccn1)S(=O)(=O)c1ccc(OC)cc1	21%	-1%	-2%	-7%	5%	12%	-3%	-11%	5%
Cc1nc2c(cnn2-c2ccccc2Cl)c(=O)n1-c1ccc(N2CCC(C)CC2)cc1	-1%	?	1%	21%	-6%	2%	50µM*	27%	?
Cc1ccc(NC(=O)c2ccc3c(c2)OCCO3)cc1	44%[activator]	1%	-3%	0%	i	1%	6%[0.0925 µM]	0%	5%
O=C(NCCC1=CCCCC1)c1ccc2c(c1)N(Cc1ccccc1F)C(=O)c1ccccc1S2(=O)=O	38%	-16%	-9%	18%	-6%	19%	-3%[59 µM]	-23%	-14%
Nc1ccc(S(=O)(=O)NC2=NCCCCC2)cc1	28%	-8%	0%	-23%	-7%	0%	/	1%	-2%
CC1(C)C2CCC1(C)C(OC(=O)c1ccc(O)cc1)C2 (stereo not given)	59%[activator]	-15%	-14%	6%	i	-3%	25%[59 µM]	-4%	1%
COc1ccc(C(=O)NC(=S)N2CCOCC2)cc1Br	26%	-6%	-3%	25%	-1%	6%	20µM*	21%	-19%
COc1cccc(N2CCN(C(=O)c3cc4cc(Cl)ccc4[nH]3)CC2)c1	-3%	?	-14%	2%	-2%	30%[activator]	71µM*	13%	-37%
CC(CC(=O)Nc1ccccc1)n1ccnc1 (stereo not given)	52%[activator]	-15%	1%	16%	i	14%	11%	-5%	-5%
COc1ccc([N+](=O)[O-])cc1NC(=O)c1ccc(C)o1	22%	-9%	0%	21%	-6%	-3%	2%[59 µM]	5%	4%
Cc1cccc2nc(CSc3nc4cc([N+](=O)[O-])ccc4s3)cn12	39%[activator]	2%	0%	149%[activator]	-8%	-4%	-8%[59 µM]	-8%	2%
Nc1cc(C(F)(F)F)ccc1NCCc1ccccn1	?	?	-3%	29%	-12%	2%	-18%	-9%	?
O=C(c1ncn[nH]1)N1CCN(c2nc(-c3ccccc3)cs2)CC1	-18%	-35%	-1%	?	8%	3%	?	16%	-34%
Cc1cccc(/C=N/n2c(-c3cc(-c4ccccc4)n[nH]3)n[nH]c2=S)c1	?	79µM*	-5%	4%	2%	17%	1.6µM*	-27%	-39%
Cc1cc(C)cc(-n2c(C)nc3cc(C(=O)NCc4ccc(F)cc4)ccc32)c1	20%	-35%	-10%	23%	i	37%[activator]	?	-2%	-16%
CCNc1nc(NCC)nc(N(n2cnnc2)S(=O)(=O)c2ccc(C)cc2)n1	33%	-2%	-6%	12%	2%	-3%	14%[59 µM]	20%	-8%
Cc1cc(/C=C(\C#N)C(=O)NCc2ccco2)c(C)[nH]1	-3%	-25%	-12%	-7%	0%	-3%	?	1%	-31%

Compounds listed so far that contain a furan ring, fused or not (three):
SMILES	HP1b chromo inh	JMJD2A Tudor	BLM helicase inh	POLI inh	PGK inhibitor	Pin1 inh	G9a inh	GLS inh	BAZ2B block
CCOc1ccc(C(c2c(NC(=O)c3ccco3)sc(C)c2C)N2CCOCC2)cc1 (stereo not given)	30%	-29%	/	-4%	i	15%	4%[12.7 µM]	-7%	-9%
COc1ccc([N+](=O)[O-])cc1NC(=O)c1ccc(C)o1	22%	-9%	0%	21%	-6%	-3%	2%[59 µM]	5%	4%
Cc1cc(/C=C(\C#N)C(=O)NCc2ccco2)c(C)[nH]1	-3%	-25%	-12%	-7%	0%	-3%	?	1%	-31%

Other records follow.
SMILES	HP1b chromo inh	JMJD2A Tudor	BLM helicase inh	POLI inh	PGK inhibitor	Pin1 inh	G9a inh	GLS inh	BAZ2B block
COc1ccc(NC(=O)Cc2coc3cc(C)ccc23)cc1S(=O)(=O)N1CCOCC1	-12%	-22%	-3%	18%	i	-3%	16%[59 µM]	12%	-3%
COc1ccc(-c2cn[nH]c2-c2ccc(OCc3ccc(F)cc3)cc2O)cc1OC	-4%	?	-8%	21%	i	5%	?	7%	-22%
COc1cc(/C=N/n2cnnc2-n2nc(C)cc2C)cc([N+](=O)[O-])c1O	27%	-13%	-3%	16%	-7%	-4%	-6%[59 µM]	-3%	-29%
CC(C)COc1cccc(C(=O)Nc2cc(S(=O)(=O)N3CCOCC3)ccc2N2CCCC2)c1	?	-35%	/	-9%	i	17%	/	32%	/
CN1C(=O)/C(=C/c2ccc(OCc3ccc(C(=O)O)cc3)c(Cl)c2)NC1=S	27%	-33%	-9%	72%[activator]	-12%	-1%	?	4%	?
Cc1cccc(NC(=O)c2oc(=O)c3ccccc3c2-c2ccccc2)c1C	19%	-14%	2%	7%	i	1%	11%[59 µM]	-7%	3%
COc1ccc(/C=N/S(=O)(=O)c2ccc(C)cc2)cc1	24%	-10%	-9%	42%[activator]	-3%	1%	?	1%	-24%
Cc1ccc(NC(=S)N(CCN2CCOCC2)Cc2ccccc2F)cc1	33%	3%	-7%	132%[activator]	-4%	-3%	22%[12.7 µM]	-16%	-16%
COc1cc2[nH]c(C(=O)NCc3ccccc3)cc2c(OC)c1OC	18%	-19%	-4%	16%	-1%	?	8%	14%	-3%
Cc1cc(C)c2oc(C(=O)NCc3ccccc3)cc(=O)c2c1	17%	-6%	-11%	24%	i	-2%	9%	0%	2%
Cc1cc(C)cc(CC2CC(=O)N(c3ccc([N+](=O)[O-])cc3)C2=O)c1 (stereo not given)	-5%	-26%	-2%	2%	-1%	-13%	-5%	4%	-4%
CCCCn1c(SCC(=O)Nc2cc(C)on2)nnc1-c1cccnc1	32%	1%	3%	-14%	0%	-2%	-27%[59 µM]	6%	-5%
O=C(COc1ccc2c3c(c(=O)oc2c1)CCC3)NCC(O)c1ccccc1 (stereo not given)	23%	-19%	-12%	17%	i	-5%	12%[59 µM]	1%	-2%
CCC(C)Nc1nnnc2c1sc1nc3c(cc12)COC(C)(C)C3 (stereo not given)	6%	-29%	-5%	63%[activator]	-12%	1%	-50%	5%	/
O=C(CN1C(=O)NC2(CCCC2)C1=O)Nc1cccc(Cl)c1Cl	-37%	-19%	0%	99%[activator]	9%	-11%	11%	0%	1%
Cc1ccccc1NC(=O)c1c(C)nn(-c2ccccc2)c1Cl	20%	3%	1%	126%[activator]	-1%	-1%	?	1%	-3%
CCOc1ccc(OCC)c(NC(=O)C2CCN(c3ncccn3)CC2)c1	24%	-14%	-3%	4%	-3%	13%	-9%[59 µM]	-2%	-3%
CCOC(=O)COc1ccc2c3c(c(=O)oc2c1)CCCC3	39%[activator]	-3%	-1%	63%[activator]	-4%	-3%	/	-2%	-4%
COc1cc(OC)cc(C(=O)NC(C(=O)N2CCC2)C(C)C)c1 (stereo not given)	16%	-1%	/	52%[activator]	-7%	2%	/	-10%	/
CSCCC(Nc1ccc(S(=O)(=O)N2CCOCC2)cc1[N+](=O)[O-])C(=O)OCC(=O)NCC(C)C (stereo not given)	9%	-28%	-1%	-18%	i	2%	29%[59 µM]	1%	-10%
COc1ccc(-c2nc(-c3ccccc3OC)no2)cc1OC	50%	-6%	6%	-3%	i	14%	-46%	-6%	-25%
CCc1ccccc1NC(=O)Cn1nc(C)c2nn(-c3ccc(Cl)cc3)c(C)c2c1=O	30%[57 µM]	-6%	-1%	13%	i	0%	-2%[59 µM]	6%	3%
CC(=O)c1cccc(NC(=O)C(C)OC(=O)CCc2nc3ccccc3c(=O)[nH]2)c1 (stereo not given)	22%	-4%	/	?	-4%	2%	/	2%	/
CC(=O)N=c1c(C#N)cc2c(=O)n3ccccc3nc2n1Cc1ccccc1	28%	4%	-3%	?	9%	?	20%[59 µM]	6%	3%
CCn1c(CNc2ccc(F)cc2)nnc1SCC(=O)N1CCCc2ccccc21	11%	?	-6%	1%	-6%	-3%	-26%	16%	?
CCOC(=O)N1CCN(CC(=O)Nc2ccc(F)c(F)c2F)CC1	36%	-4%[57.1 µM]	-1%	150%[activator]	1%	1%	-24%	-2%	11%
O=S(=O)(NCCCN1CCOCC1)c1ccc(Cl)s1	4%	-21%[11.4 µM]	-2%	2%	-1%	-4%	19%[59 µM]	?	-34%
O=C(NN1C(=O)c2ccccc2C1=O)C1CC2CCC1C2 (stereo not given)	41%[activator]	-25%	2%	7%	-2%	-4%	4%[59 µM]	9%	7%
O=C(c1sccc1Br)N1CCN(Cc2ccc3c(c2)OCO3)CC1	3%	-18%	-1%	11%	-2%	-1%	1%	-4%	-13%
COc1ccc(OC)c(S(=O)(=O)N2CCCC2C(=O)N2CCc3ccccc3C2)c1 (stereo not given)	23%	2%	-4%	69%[activator]	-4%	1%	9%	1%	4%
O=S(=O)(Nc1ccccc1N1CCCCC1)c1ccccc1	82%[activator]	71%[activator]	-12%	-17%	1%	?	46%	13%	15%
O=C1C2C3C=CC(C4CC34)C2C(=O)N1CCc1ccccc1 (stereo not given)	22%	0%	0%	-11%	5%	-4%	-5%	17%	7%
Cc1cc(C)c(C#N)c(SCC(=O)NC(C)(C)C)n1	50%[activator]	-1%	-4%	4%	0%	-6%	26%	1%	0%

A portion of the library (hit frequency here may not be typical).
